Screening results: PubChem, several laboratories
LEDGF integ inh: blockers of LEDGF/p75-dependent integrase strand transfer – biochemical, TR-FRET, high throughput, primary screen. TR-FRET IN-LEDGF/p75 DNA integration, Eu/Cy5. inhibition, % at 3.7 µM. hit rate 0.64% among 370,000;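 active = inhibition above the screen-wide mean plus 3 SD, cut at about 13% in these data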;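 also: signal is the Cy5 over europium emission ratio at 671 and 618 nm; 0% = plate median of compound wells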
UHRF1 binding: UHRF1 methylated DNA binding inhibitors, primary screen, counter-screen for MBD2 inhibitor project, biochemical, TR-FRET, human UHRF1, single concentration; E3 ubiquitin-protein ligase UHRF1 (Homo sapiens), Q96T88; UHRF1 binding to methylated oligo; inhibition, % at 4.4 µM; hit rate 0.75% among 370,000; AID 687016, 2013; in the data active = inhibition above about 21%;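 also: UHRF1 SRA domain binding a hemimethylated CpG hairpin DNA probe; 0% = median of test compound wells and 100% = reference inhibitor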
HTRA1 inhibitor: HTRA1 serine protease inhibitors, primary screen, biochemical, fluorescence polarization, HTS; Q92743; recombinant HTRA1, FP-rhodamine activity-based probe; inhibition, % at 5.96 µM; hit rate 0.5% among 340,000; AID 504803, 2011; in the data active = inhibition above about 36%;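 also: 0% = enzyme with DMSO and 100% = wells lacking enzyme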
Target sequence (Q92743 whole entry, looked up): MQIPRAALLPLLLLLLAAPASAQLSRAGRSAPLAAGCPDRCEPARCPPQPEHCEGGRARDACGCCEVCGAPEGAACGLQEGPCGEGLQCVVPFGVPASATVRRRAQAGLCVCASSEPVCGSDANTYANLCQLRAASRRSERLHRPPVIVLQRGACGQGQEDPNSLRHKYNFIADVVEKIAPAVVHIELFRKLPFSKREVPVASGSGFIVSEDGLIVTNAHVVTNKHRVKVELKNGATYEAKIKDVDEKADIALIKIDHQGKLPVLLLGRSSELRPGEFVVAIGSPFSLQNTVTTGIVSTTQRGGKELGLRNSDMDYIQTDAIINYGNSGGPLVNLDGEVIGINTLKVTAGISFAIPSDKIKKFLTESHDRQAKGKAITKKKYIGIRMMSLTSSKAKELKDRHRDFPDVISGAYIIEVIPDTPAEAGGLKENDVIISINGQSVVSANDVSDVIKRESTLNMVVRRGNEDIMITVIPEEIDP
mABHD4 FP: ABHD4 inhibitors, primary screen, biochemical, fluorescence polarization, mouse; hit rate 0.54% among 370,000; inhibition, % at 8.92 µM; (Lyso)-N-acylphosphatidylethanolamine lipase (Mus musculus), Q8VD66; purified mABHD4, FP-Rh probe fluorescence polarization;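 active = inhibition exceeding the mean over every tested compound plus 3 SD, cut at about 30% in these data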;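 also: 0% = plate median of compound wells and 100% = S159A mutant with DMSO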
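Test system: mouse ABHD4 enzyme, wild type. Reagent: FP-Rh fluorescent activity-based probe, added after compound pre-incubation. Timing: pre-incubation 45 min, probe exposure 60 min, at 25 °C. Technique: FP readout, ex 525 nm / em 598 nm. Benchmarks: high control S159A mutant with DMSO, low control median of compound wells.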
TCR-CD3 inh: inhibitors of human TCR-CD3 interaction, primary screen, biochemical, fluorescence, TAMRA-labeled TCR probe; T-cell receptor (TCR); hit rate 0.37% among 360,000; inhibition, % at 9.4 µM; in the data active = inhibition above about 19%;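 also: recombinant mutant TCR 2C K166C tagged with TAMRA read by polarization; 0% = receptor in buffer alone and 100% = receptor with positive control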
rCAG RNA binder: binders of r(CAG) RNA repeats, primary screen, biochemical, fluorescence | hit rate 1.3% among 370,000 | inhibition, % at 3 µM | r(CAG) RNA repeat, TO-PRO-1 dye displacement fluorescence;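 active = inhibition above the plate cutoff, the mean of all test compounds on that plate plus 3 SD, cut at about 35% in these data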;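 also: 0% = DMSO alone and 100% = 100 µM mitoxantrone as full dye displacement; higher means more dye released from RNA so lower well fluorescence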
Rev-erbA mod: modulators of Rev-erb alpha DNA binding, primary screen, biochemical, FITC-DNA, fluorescence polarization, uHTS | Rev-erbα–FITC-DNA binding, 90 min | activity, % at 10 µM | hit rate 0.79% among 370,000 | AID 1259318, 2017;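 active = activity above about 14%, limit read from the data; passing the limit was not always enough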;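 also: 0% = DMSO wells with 35 nM protein and 100% = DMSO wells with 750 nM protein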
Target sequence (P20393 whole entry, looked up): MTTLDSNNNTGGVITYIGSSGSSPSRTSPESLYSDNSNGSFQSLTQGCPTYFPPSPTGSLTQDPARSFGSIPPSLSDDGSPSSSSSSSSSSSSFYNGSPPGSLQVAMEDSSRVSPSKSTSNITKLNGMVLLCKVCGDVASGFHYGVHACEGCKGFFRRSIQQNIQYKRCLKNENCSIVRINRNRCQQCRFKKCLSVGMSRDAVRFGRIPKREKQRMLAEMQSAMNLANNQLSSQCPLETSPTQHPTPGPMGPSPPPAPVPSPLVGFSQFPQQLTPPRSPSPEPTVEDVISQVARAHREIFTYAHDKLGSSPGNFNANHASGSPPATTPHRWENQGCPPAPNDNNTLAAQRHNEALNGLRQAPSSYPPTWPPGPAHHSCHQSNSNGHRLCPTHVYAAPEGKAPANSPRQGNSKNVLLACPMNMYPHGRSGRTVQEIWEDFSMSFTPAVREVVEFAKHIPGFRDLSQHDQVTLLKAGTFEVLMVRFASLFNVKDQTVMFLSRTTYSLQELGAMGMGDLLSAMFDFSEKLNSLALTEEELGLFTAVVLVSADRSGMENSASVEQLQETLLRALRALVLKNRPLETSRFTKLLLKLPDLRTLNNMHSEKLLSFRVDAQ
PRMT1 inh: PRMT1 methyltransferase inhibitors, primary screen, biochemical, fluorescence polarization. recombinant PRMT1, activity-based probe fluorescence polarization. inhibition, % at 2.79 µM. hit rate 1.3% among 370,000;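 active = inhibition above about 21% made by adding two undisclosed values, limit read from the data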
PG9 Ab binder: binders of HIV-1 gp120 antibody PG9, primary screen, biochemical, TR-FRET; HIV-1 gp120 / PG9 antibody interaction; TR-FRET gp120-PG9 antibody binding; inhibition, % at 6.7 µM; hit rate 0.43% among 360,000; in the data active = inhibition above about 8.5%
MBD2 inh: inhibitors of MBD2 binding to methylated DNA, primary screen, biochemical, TR-FRET, DNA-binding domain, human | MBD2 binding to methylated oligonucleotide | inhibition, % at 4.4 µM | hit rate 0.31% among 370,000; in the data active = inhibition above about 13%
* marks the source's active call; other numbers are inactive results.

What do the screens show for `Cc1ccc2sc(N(CCN(C)C)C(=O)c3ccc4ccccc4c3)nc2c1C`?
LEDGF integ inh: -3; UHRF1 binding: -1; HTRA1 inhibitor: -5; mABHD4 FP: 4; TCR-CD3 inh: 6; rCAG RNA binder: -2; Rev-erbA mod: 2; PRMT1 inh: 0; PG9 Ab binder: 1.1; MBD2 inh: -1

What do the screens show for `CCOC(=O)CC(=O)CSc1ncnc2c1nnn2-c1ccccc1`?
LEDGF integ inh: -5; UHRF1 binding: 0; HTRA1 inhibitor: -2; mABHD4 FP: 13; TCR-CD3 inh: -9; rCAG RNA binder: 15; Rev-erbA mod: 2; PRMT1 inh: 64*; PG9 Ab binder: -1.5; MBD2 inh: 4

How did COc1ccc(-c2noc(CCCc3ccccc3)n2)cc1OC do in these assays?
LEDGF integ inh: -3; UHRF1 binding: -1; HTRA1 inhibitor: -18; mABHD4 FP: -16; TCR-CD3 inh: 7; rCAG RNA binder: -1; Rev-erbA mod: 4; PRMT1 inh: 0; PG9 Ab binder: -1.9; MBD2 inh: 0

How did CC(=O)Nc1ccc(NC(=O)CSC2=NS(=O)(=O)c3cc(F)ccc3N2)cc1 do in these assays?
LEDGF integ inh: 1; UHRF1 binding: -1; HTRA1 inhibitor: -6; mABHD4 FP: 0; TCR-CD3 inh: 4; rCAG RNA binder: 19; Rev-erbA mod: -1; PRMT1 inh: 3; PG9 Ab binder: -1.0; MBD2 inh: -1

Results for CC(C)c1ccc(C2NC(=S)NC3=C2C(=O)CC(C)(C)C3)cc1 (stereo not given) ?
LEDGF integ inh: 5; UHRF1 binding: 0; HTRA1 inhibitor: -7; mABHD4 FP: 2; TCR-CD3 inh: -2; rCAG RNA binder: 1; Rev-erbA mod: 6; PRMT1 inh: 2; PG9 Ab binder: -1.2; MBD2 inh: 3

How did O=C(COC(=O)Cn1cnc2ccccc21)Nc1cc2c(cc1Cl)C(=O)c1ccccc1C2=O do in these assays?
LEDGF integ inh: -1; UHRF1 binding: -4; HTRA1 inhibitor: 9; mABHD4 FP: 10; TCR-CD3 inh: -6; rCAG RNA binder: 22; Rev-erbA mod: -3; PRMT1 inh: 1; PG9 Ab binder: -1.0; MBD2 inh: -1

Results for COC(=O)C1=C(C)N(C)C(=NCc2ccc3c(c2)OCO3)NC1c1cccc(C(F)(F)F)c1 (stereo not given) ?
LEDGF integ inh: -2; UHRF1 binding: 7; mABHD4 FP: -3; TCR-CD3 inh: -2; rCAG RNA binder: 9; Rev-erbA mod: 3; PRMT1 inh: 2; PG9 Ab binder: 1.3; MBD2 inh: -1

What do the screens show for `O=c1c(F)cn(C2CCCO2)c(=O)n1Cc1c(F)cccc1Cl` (stereo not given)?
LEDGF integ inh: -1; UHRF1 binding: 0; HTRA1 inhibitor: -2; mABHD4 FP: 3; TCR-CD3 inh: 10; rCAG RNA binder: 1; Rev-erbA mod: -2; PRMT1 inh: -2; PG9 Ab binder: -0.3; MBD2 inh: 0

What do the screens show for `CC(C)(C)C(=O)O[C@@H]1CCC[C@@]2(C(=O)N(Cc3ccccc3)c3ccccc32)[C@H]1NC(=O)CCc1ccccc1`?
LEDGF integ inh: 3; UHRF1 binding: -2; mABHD4 FP: -8; rCAG RNA binder: 3; Rev-erbA mod: 7; PRMT1 inh: -4; MBD2 inh: -7

What do the screens show for `CCOc1ccc(NCC(=O)c2ccc(C)cc2)cc1`?
LEDGF integ inh: 1; UHRF1 binding: -1; HTRA1 inhibitor: 0; mABHD4 FP: 0; TCR-CD3 inh: 1; rCAG RNA binder: 4; Rev-erbA mod: -1; PRMT1 inh: 1; PG9 Ab binder: -0.1; MBD2 inh: 3

What do the screens show for `CC1CCCN(C(=O)COC(=O)C2CCN(S(=O)(=O)c3ccc4c(c3)OCCO4)CC2)C1` (stereo not given)?
LEDGF integ inh: 0; UHRF1 binding: -1; HTRA1 inhibitor: 0; mABHD4 FP: 2; TCR-CD3 inh: 3; rCAG RNA binder: -4; Rev-erbA mod: -2; PRMT1 inh: 3; PG9 Ab binder: 0.6; MBD2 inh: -8

How did Cc1cc2c(cc1S(=O)(=O)NCc1ccccc1)OCC(=O)N2 do in these assays?
LEDGF integ inh: -3; UHRF1 binding: -1; HTRA1 inhibitor: 0; mABHD4 FP: 7; TCR-CD3 inh: -7; rCAG RNA binder: 1; Rev-erbA mod: 5; PRMT1 inh: -2; PG9 Ab binder: 0.1; MBD2 inh: -1

Results for O=C(NCC(c1cccs1)N1CCOCC1)c1ccccc1NS(=O)(=O)c1ccc(Cl)c([N+](=O)[O-])c1 (stereo not given) ?
LEDGF integ inh: 35*; UHRF1 binding: -1; HTRA1 inhibitor: 2; mABHD4 FP: -5; TCR-CD3 inh: 12; rCAG RNA binder: 78*; Rev-erbA mod: 0; PRMT1 inh: -1; PG9 Ab binder: -4.4; MBD2 inh: -6

What do the screens show for `COc1ccc(-n2nnc3c(=O)n(CC(=O)N4CCC(Cc5ccccc5)CC4)cnc32)cc1`?
LEDGF integ inh: 3; UHRF1 binding: -1; HTRA1 inhibitor: -1; mABHD4 FP: -3; TCR-CD3 inh: 0; rCAG RNA binder: 2; Rev-erbA mod: 5; PRMT1 inh: -4; PG9 Ab binder: 0.1; MBD2 inh: -4

Results for COC(=O)Cc1c(C)c2ccc(OCc3nn[nH]n3)c(C)c2oc1=O ?
LEDGF integ inh: 4; UHRF1 binding: 3; HTRA1 inhibitor: 9; mABHD4 FP: 2; TCR-CD3 inh: 4; rCAG RNA binder: 4; Rev-erbA mod: -8; PRMT1 inh: -1; PG9 Ab binder: -2.3; MBD2 inh: -1

What do the screens show for `O=C(COC(=O)C1CC1)Nc1ccc([N+](=O)[O-])cc1C(F)(F)F`?
LEDGF integ inh: -3; UHRF1 binding: 0; HTRA1 inhibitor: 12; mABHD4 FP: -2; TCR-CD3 inh: -3; rCAG RNA binder: 0; Rev-erbA mod: 2; PRMT1 inh: -2; PG9 Ab binder: -0.9; MBD2 inh: 3

What do the screens show for `CC(C)(C)NC(=O)CC1C[C@H](C(=O)N2CCCCC2)[C@@]2(CCc3ccccc3)c3[nH]c4ccccc4c3CCN2C1=O` (stereo not given in full)?
LEDGF integ inh: 6; UHRF1 binding: -2; HTRA1 inhibitor: -4; mABHD4 FP: 2; TCR-CD3 inh: -7; rCAG RNA binder: 0; Rev-erbA mod: -6; PRMT1 inh: -1; PG9 Ab binder: 0.3; MBD2 inh: 3

What do the screens show for `CC1(C)Cc2c(sc3nc(-c4cccs4)n(N)c(=O)c23)CO1`?
LEDGF integ inh: -1; UHRF1 binding: -6; HTRA1 inhibitor: -12; mABHD4 FP: 0; TCR-CD3 inh: 11; rCAG RNA binder: 4; Rev-erbA mod: 0; PRMT1 inh: 3; PG9 Ab binder: -2.8; MBD2 inh: -3

What do the screens show for `COc1cccc(C(C(=O)NC2CCCCC2)N(C(=O)c2ccccn2)c2cccnc2)c1` (stereo not given)?
LEDGF integ inh: 0; UHRF1 binding: -1; HTRA1 inhibitor: 3; mABHD4 FP: 1; TCR-CD3 inh: 0; rCAG RNA binder: -6; Rev-erbA mod: -2; PRMT1 inh: 0; PG9 Ab binder: -2.4; MBD2 inh: 0

What do the screens show for `CCC(=O)n1nc(-c2ccccc2)nc1N`?
LEDGF integ inh: -1; UHRF1 binding: 3; HTRA1 inhibitor: 11; mABHD4 FP: 6; TCR-CD3 inh: -2; rCAG RNA binder: 1; Rev-erbA mod: -2; PRMT1 inh: 0; PG9 Ab binder: 0.8; MBD2 inh: 2

Compounds above that have a thiophene ring, fused or not (2):
Results for O=C(NCC(c1cccs1)N1CCOCC1)c1ccccc1NS(=O)(=O)c1ccc(Cl)c([N+](=O)[O-])c1 (stereo not given) ?
LEDGF integ inh: 35*; UHRF1 binding: -1; HTRA1 inhibitor: 2; mABHD4 FP: -5; TCR-CD3 inh: 12; rCAG RNA binder: 78*; Rev-erbA mod: 0; PRMT1 inh: -1; PG9 Ab binder: -4.4; MBD2 inh: -6

What do the screens show for `CC1(C)Cc2c(sc3nc(-c4cccs4)n(N)c(=O)c23)CO1`?
LEDGF integ inh: -1; UHRF1 binding: -6; HTRA1 inhibitor: -12; mABHD4 FP: 0; TCR-CD3 inh: 11; rCAG RNA binder: 4; Rev-erbA mod: 0; PRMT1 inh: 3; PG9 Ab binder: -2.8; MBD2 inh: -3

Further compounds
How did Cc1ccc(S(C)(=O)=O)cc1C(=O)N1CC(C(N)=O)Oc2ccccc21 (stereo not given) do in these assays?
LEDGF integ inh: -3; UHRF1 binding: 0; HTRA1 inhibitor: 6; mABHD4 FP: -1; TCR-CD3 inh: 8; rCAG RNA binder: 0; Rev-erbA mod: -2; PRMT1 inh: -2; PG9 Ab binder: -2.4; MBD2 inh: 6

What do the screens show for `Cn1ccnc1-c1nnn(-c2ccc(Cl)c(Cl)c2)n1`?
LEDGF integ inh: 1; UHRF1 binding: 1; HTRA1 inhibitor: -13; mABHD4 FP: -2; TCR-CD3 inh: -8; rCAG RNA binder: 2; Rev-erbA mod: 1; PRMT1 inh: 1; PG9 Ab binder: 0.3; MBD2 inh: -4

How did CCCCCOc1ccc(NC(=O)C2OC3OC(C)(C)OC3C3OC(C)(C)OC23)cc1 (stereo not given) do in these assays?
LEDGF integ inh: -2; UHRF1 binding: -3; HTRA1 inhibitor: 3; mABHD4 FP: 0; TCR-CD3 inh: 9; rCAG RNA binder: -1; Rev-erbA mod: -1; PRMT1 inh: -1; PG9 Ab binder: -2.5; MBD2 inh: 0

What do the screens show for `COCCNC(=O)c1cccc(OC2CCN(Cc3ccc(F)c(OC)c3)CC2)c1`?
LEDGF integ inh: 3; UHRF1 binding: -5; HTRA1 inhibitor: 0; mABHD4 FP: -2; TCR-CD3 inh: 2; rCAG RNA binder: -8; Rev-erbA mod: 0; PRMT1 inh: -4; PG9 Ab binder: -0.1; MBD2 inh: -5

What do the screens show for `CC1(Cc2ccc(C(F)(F)F)o2)C(=O)Nc2cc(-c3ccc(F)cc3F)ccc21` (stereo not given)?
LEDGF integ inh: -1; UHRF1 binding: 3; mABHD4 FP: -26; TCR-CD3 inh: -3; rCAG RNA binder: -1; Rev-erbA mod: 2; PRMT1 inh: 10; PG9 Ab binder: -2.0; MBD2 inh: 7

How did CN(C)/C=N/c1c(C#N)cnn1-c1ccccc1 do in these assays?
LEDGF integ inh: 1; UHRF1 binding: 3; HTRA1 inhibitor: -5; mABHD4 FP: 9; TCR-CD3 inh: -1; rCAG RNA binder: 2; Rev-erbA mod: -3; PRMT1 inh: 1; PG9 Ab binder: -0.4; MBD2 inh: -5

What do the screens show for `COc1ccc(CCNC(=O)C2CCN(S(=O)(=O)c3ccc4c(c3)oc(=O)n4C)CC2)cc1OC`?
LEDGF integ inh: 1; UHRF1 binding: 0; HTRA1 inhibitor: 4; mABHD4 FP: -3; TCR-CD3 inh: -4; rCAG RNA binder: 0; Rev-erbA mod: -2; PRMT1 inh: -1; PG9 Ab binder: -0.9; MBD2 inh: -3

This is a subset; count on the stated rates, not on these rows.
